NPSR antag = neuropeptide S receptor (human) antagonism, cAMP | Q6W5P4 | CHO-NPSR cells, cAMP TR-FRET, antagonist mode | Potency, µM (series often up to 38.3 µM), without a hit: top-dose activity change, negative = inhibition, actives largely listed as inhibitors | 1% of 220,000 active | AID 1461; note: % is set by controls: 0 for no effect and ±100 for the full control effect; nearly all actives have a fitted effect of over 50% in size; many of its hits are not listed in these tables
Target sequence (Q6W5P4 whole entry, looked up): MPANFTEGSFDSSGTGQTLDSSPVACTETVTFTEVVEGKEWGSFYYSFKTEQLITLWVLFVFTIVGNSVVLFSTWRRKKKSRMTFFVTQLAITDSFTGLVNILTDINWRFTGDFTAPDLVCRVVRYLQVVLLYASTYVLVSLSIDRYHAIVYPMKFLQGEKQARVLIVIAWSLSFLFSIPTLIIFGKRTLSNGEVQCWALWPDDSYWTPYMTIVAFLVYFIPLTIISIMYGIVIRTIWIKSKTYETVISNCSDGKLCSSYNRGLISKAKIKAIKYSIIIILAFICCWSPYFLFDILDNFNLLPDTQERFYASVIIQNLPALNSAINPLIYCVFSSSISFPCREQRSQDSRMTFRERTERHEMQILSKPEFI
Epigenetic reg = epigenetic control regulation, reporter derepression | murine LDR cells, GFP reporter derepression, 30 h | 0.2% of 280,000 active | Potency, µM (series often up to 53.9 µM), without a hit: top-dose GFP activation, hits mostly activators; note: % of control where 0% means no effect; nearly all actives have a fitted effect of over 60% in size
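Murine LDR cells carrying a silenced, genomically integrated CMV-driven GFP reporter were exposed to compound for 30 hours at 37 C. After PBS washes, GFP-positive cells (20–120 um objects) were counted by laser-scanning microplate cytometry.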
KinaseGlo FLuc = blocks Kinase-Glo luciferase, a counter-screen artifact | Q27757 | Kinase-Glo luciferase, ATP luminescence, 8 min | Potency, µM (highest dose often 38.3 µM), for inactives: at the top dose activity change, negative = inhibition, actives largely listed as inhibitors | 0.28% of 200,000 active; note: % is set by controls: 0 for no effect and ±100 for the full control effect; nearly all actives have a fitted effect of over 60% in size
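Inhibition of Kinase-Glo luciferase light generation was assessed at 10 uM ATP in pH 7.2 imidazole buffer, with luminescence measured after eight minutes at ambient temperature.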
RECQ1 inh = inhibitors of human RECQ1 DNA helicase; AID 2549; Potency, µM (highest dose often 57.3 µM), without a hit: top-dose activity, negative = inhibition, most hits filed as inhibitors; P46063; 0.54% of 240,000 active; RECQ1 DNA unwinding, red fluorescence kinetic read;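 note: plate controls were vehicle for no effect and no enzyme for full effect; nearly all actives have a fitted effect of over 30% in size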
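50 nM RECQ1T1 preincubated 15 min with compound in Tris pH 8.0 buffer with MgCl2, DTT, Tween-20 and 2.5 ug/ml poly(dI-dC); started with 200 nM TAMRA/BHQ-2 forked duplex and 2 mM ATP. Unwinding read as fluorescence (525/598 nm), two reads 2 h apart.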
JMJD2E inh = inhibitors of human JMJD2E histone demethylase | 1.6% of 230,000 active | JMJD2E catalytic domain, FDH-coupled NADH fluorescence (FDH is formaldehyde dehydrogenase) | Potency, µM (top dose mostly 57.1 µM), for inactives: at the top dose activity change, negative = inhibition, hits mostly inhibitors | B2RXH2; active = well fitted inhibition curve with a large enough effect, not every such curve was filed as active; inconclusive = small, poorly fitted or top-dose-only effect, or another doubt; inactive = no such curve, though single readings can be large or run the other way;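 note: 0% = wells with enzyme and -100% = buffer wells without enzyme; nearly all actives have a fitted effect of over 50% in size; many of its hits are not listed in these tables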
Target sequence (B2RXH2 1-337 limits assumed): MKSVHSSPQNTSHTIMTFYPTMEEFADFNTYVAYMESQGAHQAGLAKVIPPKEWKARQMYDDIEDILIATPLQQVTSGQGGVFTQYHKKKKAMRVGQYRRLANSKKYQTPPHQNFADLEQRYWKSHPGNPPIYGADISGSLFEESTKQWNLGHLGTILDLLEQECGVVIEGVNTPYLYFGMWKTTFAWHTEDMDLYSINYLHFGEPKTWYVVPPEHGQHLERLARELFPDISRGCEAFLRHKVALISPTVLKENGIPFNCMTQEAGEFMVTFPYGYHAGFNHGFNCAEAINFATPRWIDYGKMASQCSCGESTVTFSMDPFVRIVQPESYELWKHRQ
GoLoco inh red = blocks human Gai1 binding to RGS12 GoLoco peptide, red readout; P63096; Gai1:RGS12 GoLoco peptide FP, rhodamine, 10 min; Potency, µM (top dose mostly 61.6 µM), for inactives: top-dose activity, negative = inhibition, hits mostly inhibitors; 0.44% of 230,000 active; AID 880; active = well fitted inhibition curve with a large enough effect, not every such curve was filed as active; inactive = no such curve, though single readings can be large or run the other way; note: % is set by controls: 0 for no effect and ±100 for the full control effect; nearly all actives have a fitted effect of over 30% in size; many of its hits are not listed in these tables
Target sequence (P63096 whole entry, looked up): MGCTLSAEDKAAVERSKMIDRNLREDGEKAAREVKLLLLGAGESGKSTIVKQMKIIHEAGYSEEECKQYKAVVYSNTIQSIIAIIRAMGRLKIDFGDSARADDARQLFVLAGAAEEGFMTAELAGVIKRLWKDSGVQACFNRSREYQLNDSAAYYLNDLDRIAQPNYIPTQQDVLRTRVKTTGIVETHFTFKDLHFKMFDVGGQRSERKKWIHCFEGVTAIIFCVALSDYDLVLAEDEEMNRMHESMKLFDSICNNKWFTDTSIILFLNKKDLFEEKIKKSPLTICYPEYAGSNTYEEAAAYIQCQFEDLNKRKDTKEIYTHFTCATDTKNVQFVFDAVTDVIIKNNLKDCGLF
IMPase Li cell = IMPase inhibition in cells with lithium potentiation; 0.35% of 210,000 active; Potency, µM (series often up to 59.4 µM), without a hit: at the top dose activity, negative = IMPase inhibition, most hits filed as inhibitors; CHO-M1 cells, IP1 TR-FRET (IP-One), carbachol + lithium;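 note: IP1 builds up when IMPase is blocked and the TR-FRET signal falls; plate controls were basal vehicle for no effect and high inhibitor control for full effect; nearly all actives have a fitted effect of over 50% in size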
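Steps: plate 2000 CHO-M1 cells per well and culture 16–30 h; add compound and lithium; incubate 30 min, 37C; add d2-IP1 tracer and Eu cryptate anti-IP1 antibody in lysis buffer; read after 10 min at room temperature.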
SMN2 splice enh = increases expression of the SMN2 splice variant; HEK293 SMN2-luciferase splicing reporter, luminescence, 30-36 h; Potency, µM (titrated, usually from 46.1 µM), without a hit: top-dose activity change, positive = activation, hits mostly activators; 2.8% of 210,000 active; note: % of control where 0% means no effect; nearly all actives have a fitted effect of over 55% in size
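qHTS luciferase splicing reporter: luminescence rises when SMN2 exon 7 is included in transfected HEK293 cells. Compound exposure lasted 30-36 h at 37C, with 4.5 mM final sodium butyrate as control, followed by a ONE-Glo read.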
Numbers without * were called inactive; i = inactive; ? = inconclusive; · = not tested or not shown; & = joins results of further samples; [ ] = another dose, or the depositor's remark. Unless noted, calls come from the whole dose curve; as a rule, active = well fitted curve in the direction sought with a large enough effect; inconclusive = small, poorly fitted or top-dose-only effect, or another doubt; inactive = no such curve, though single readings can be large; an effect the other way counts as inactive or inconclusive. Potency is the fitted concentration of half-maximal effect. The list is partial; rates above refer to the full screens.

SMILES	NPSR antag	Epigenetic reg	KinaseGlo FLuc	RECQ1 inh	JMJD2E inh	GoLoco inh red	IMPase Li cell	SMN2 splice enh
CCOC(=O)N1CCN(C(=O)c2cccc(NC3=NC4CS(=O)(=O)CC4S3)c2)CC1 (stereo unspecified)	-4%[46.1 µM]	0.9%	1%	-2%	12%	7%	-8%	11%
Cc1ccc(C(=O)N2CCN(c3ccc(Cl)cc3)CC2)cc1	-6%[46.1 µM]	-2.1%	4%	i	2%	0%	21%[38.3 µM]	7%
O=C(COC(=O)C1CCC(=O)N1)Nc1ccc(Br)cc1 (stereo unspecified)	12%	1.0%	1%	-12%	3%	-1%	-2%	20%
O=C(NCCCCNC(=O)c1cccs1)c1cccs1	8%	-2.2%	-4%	-8%	-3%	6%	-2%	0%
O=C(O)C1=CC(=C(c2ccc(O)c(C(=O)O)c2)c2ccc(O)c(C(=O)O)c2)C=CC1=O	-14%[46.1 µM]	-1.2%&-0.6%	2%&2%	0.28µM*	?	2.8µM*	?	17%&-10%
O=C(NNC(=O)c1ccccc1C(=O)O)c1ccc(-c2ccccc2)cc1	5%	-0.6%	0%	17%	4%	7%	4%	3%
CCOc1ccc(CN(C)CC(=O)Nc2ccc3c(c2)CCC3)cc1OC	-17%	-2.0%	1%	-13%	3%	-11%	13%	-16%
CC1Cc2ccccc2N1C(=O)CN1C(=O)C(=O)N(Cc2ccccc2)C1=O (stereo unspecified)	-7%[46.1 µM]	0.3%	-7%	-2%	7%	29%	26%[38.3 µM]	-1%
COc1ccc(C2C(C(C)=O)=C(O)C(=O)N2c2nccs2)c(OC)c1 (stereo unspecified)	-15%	-2.4%	5%	i	-14%	9%	-13%	-7%
Cc1cc(C)cc(NC(=O)C2CCN(S(=O)(=O)c3c(C)n[nH]c3C)CC2)c1	-5%[46.1 µM]	4.7%	-4%	-3%	1%	4%	-5%[38.3 µM]	-25%
Nc1cc(N)nc(SCC(=O)N2CCc3ccccc32)n1	-8%[46.1 µM]	-0.1%	-3%	i	-3%	5%	7%[38.3 µM]	?
CC(C)Cc1ccc(C(C)C(=O)Nc2nccs2)cc1 (stereo unspecified)	-19%[46.1 µM]	-2.3%	-5%	-14%	7%	1%	43%[activator][38.3 µM]	-22%

Part of the list above, comma-delimited:
smiles,NPSR antag,Epigenetic reg,KinaseGlo FLuc,RECQ1 inh,JMJD2E inh,GoLoco inh red,IMPase Li cell,SMN2 splice enh
O=C(NNC(=O)c1ccccc1C(=O)O)c1ccc(-c2ccccc2)cc1,5%,-0.6%,0%,17%,4%,7%,4%,3%
CCOc1ccc(CN(C)CC(=O)Nc2ccc3c(c2)CCC3)cc1OC,-17%,-2.0%,1%,-13%,3%,-11%,13%,-16%
CC1Cc2ccccc2N1C(=O)CN1C(=O)C(=O)N(Cc2ccccc2)C1=O (stereo unspecified),-7%[46.1 µM],0.3%,-7%,-2%,7%,29%,26%[38.3 µM],-1%

Other compounds:
SMILES	NPSR antag	Epigenetic reg	KinaseGlo FLuc	RECQ1 inh	JMJD2E inh	GoLoco inh red	IMPase Li cell	SMN2 splice enh
CC(=O)Cc1nsc(NC(=O)c2oc(-c3ccccc3Cl)cc2C)n1	-20%	1.3%	1%	-16%	?	10%	-1%	5%
Cc1ccc(NC(=O)CN(C)S(=O)(=O)c2cccc3cccnc23)c(C)c1	0%	-0.7%&0.0%	·	-11%	8%	9%	·	-10%
COc1ccc(NC2=NCC(=O)N2Cc2cccs2)cc1	-11%[46.1 µM]	-1.9%	1%	-15%	4%	6%	-4%[38.3 µM]	-7%
COc1ccc(-c2nc(CS(=O)CC(=O)NCc3ccc(Cl)cc3)c(C)o2)cc1 (stereo unspecified)	-11%[46.1 µM]	-0.2%	1%	-3%	-13%	-1%	5%[38.3 µM]	0%
COc1cc(/C=N/OCC(=O)Nc2ccc(OC(F)F)cc2)ccc1OCc1ccccc1	-15%	0.0%	-1%	-8%	-17%	9%	5%	16%
CCOC(=O)Cc1ccc(NC(=O)c2ccccc2Br)cc1	2%	-2.4%	-3%	i	-5%	1%	6%	24%
CCN(C(C)=O)c1cccc2ccccc12	0%[46.1 µM]	0.7%	0%	-6%	0%	1%	1%[38.3 µM]	0%
COc1ccc(S(=O)(=O)N(C)C)cc1NC(=O)[C@H](Cc1ccccc1)N1C(=O)c2ccccc2C1=O	-12%	-1.0%	5%	-7%	2%	-7%	14%	7%
CC(C)=CCOc1ccc(/C=C/C(=O)c2ccc(OCC=C(C)C)cc2OCC(=O)O)cc1	·	-0.6%	-2%[39.9 µM]	i	·	-11%	0%	·
NC(=O)COC(=O)CC12CC3CC(CC(C3)C1)C2	3%	-3.2%	-1%	i	-5%	2%	-3%	10%
CCNc1nc(NC(C)(C)C)nc(SC(C(C)=O)C(C)=O)n1	0%[46.1 µM]	2.4%	1%	i	-6%	-3%	-9%[38.3 µM]	-7%
CC1(C)COC(/C=C/c2cccc([N+](=O)[O-])c2)=N1	28%	1.4%	-6%	i	1%	-4%	25%	·
O=C(N1CCCC1)C12CC3CCC(CC(C3)C1)C2	16%	-6.2%	-3%	-6%	-1%	7%	9%	·
CCSc1nnc(NC(=O)Cc2cccc(OC)c2)s1	-2%[46.1 µM]	-0.8%	-5%	i	-4%	5%	67%[activator][38.3 µM]	?
O=P(O)(O)COc1ccccc1P(=O)(c1ccccc1)c1ccccc1	-2%[46.1 µM]	1.0%	1%	1%	0%	-6%	20%[38.3 µM]	16%
COc1ccc(-c2nnc(NC(=O)C3=COCCO3)o2)cc1	2%	-1.3%	-3%	-6%	-12%	-1%	2%	?
COC(=O)CN(c1cc(C(F)(F)F)ccc1Cl)S(C)(=O)=O	-18%[46.1 µM]	0.0%	0%	11%	?	·	·	·
CCCn1c(CN2CCN(C)CC2)nc2ccccc21	-12%[46.1 µM]	-1.5%	2%	i	-1%	-6%	17%[38.3 µM]	11%
O=C(Nc1ccccc1)NC1CCN(Cc2ccccc2)CC1	8%	-5.0%	0%	i	-8%	23%	6%	-16%
COC(=O)C1C(c2ccccc2)NC(=O)NC1(O)C(F)(F)Cl (stereo unspecified)	20%	2.6%	1%	-8%	-10%	-1%	-1%	27%
O=c1cc(CNCCCO)c2ccccc2[nH]1	-11%[46.1 µM]	-1.0%	-3%	-5%	·	-9%	38%[activator][38.3 µM]	29%
O=C(OCc1nnc(-c2ccccc2)o1)c1cc(S(=O)(=O)N2CCOCC2)c(Cl)cc1Cl	?	0.0%	-3%	-7%	0%	14%	30%[38.3 µM]	?
CNC(=O)CSc1nnc(C2CC2)n1-c1ccccc1	20%	-3.3%	-1%	i	2%	1%	-2%	3%
Nn1c(=O)c2ccccc2n2c(SCc3ccccc3)nnc12	-11%[46.1 µM]	-1.0%	-2%	3%	-1%	-4%	19%[38.3 µM]	16%
Cc1noc(C)c1COc1ccc(C(=O)NCCc2ccccn2)cc1	7%	-1.5%	-1%	-9%	-1%	6%	-3%	27%
Cc1cc(C)c2nc3sc(C(=O)N4CCOCC4)c(N)c3cc2c1	-8%	?	·	22%	?	-9%	·	·
CCN(CC)S(=O)(=O)c1cc(NC(=O)COC(=O)CCC(=O)c2cccs2)ccc1C	11%	0.1%	-2%	0%	-4%	12%	0%	-5%
O=C(NCC1CCCO1)c1cccc(NC(=O)c2ccco2)c1 (stereo unspecified)	-5%[46.1 µM]	-1.1%	4%	i	3%	0%	25%[38.3 µM]	?
CCCCNc1nc(-c2ccccc2)cc(C(F)(F)F)c1C(N)=O	-14%[46.1 µM]	0.0%	2%	-5%	?	-3%	13%	-3%
O=C(N/N=C/c1c[nH]c2ccccc12)c1cc(-c2ccccc2)n[nH]1	-19%	0.0%	-2%	25µM*	-29%	12%	4%	2%
Cc1c(C(=O)Nc2cccc(Cl)c2)c2ccccn2c1CCc1ccncc1	-23%[46.1 µM]	0.0%	0%	-13%	?	14%	14%	8%
COc1cccc(C(C(=O)NC(C)(C)C)N(CCC(C)C)C(=O)CCC(=O)Nc2cc(C)on2)c1OC (stereo unspecified)	-6%	-1.1%	1%	26%	16%	-7%	-3%	6%
COCn1c(COc2ccccc2)nc2ccccc21	-13%[46.1 µM]	0.0%	-18%	i	?	3%	19%[38.3 µM]	13µM*
Cc1cc(N2CCN(C(c3ccccc3)c3ccccc3)CC2)n2ncnc2n1	-19%[46.1 µM]	0.0%	-3%	0%	-7%	5%	7%[38.3 µM]	8%
CN(C)c1nc(N/N=C/c2c[nH]c3ccccc23)nc(N2CCOCC2)n1	9%	0.2%	2%	-2%	0%	10%	7%	3%
O/N=C(/CCc1ccccc1)c1ccc2c(c1)OCCO2	-15%	9.8%	-2%	i	-5%	-1%	12%	16µM*
NCCS(=O)O	6%[46.1 µM]	-0.2%&0.8%&1.0%	0%&3%	-8%&-18%	8%&6%	9%&2%&7%	-3%&-9%&13%	-13%&1%
CC(=O)OC1CC[C@]2(C)C(CC[C@@]3(C)C2C(=O)C=C2C4C(C)C(C)CC[C@@]4(C(=O)O)CCC23C)C1(C)C (stereo partly specified)	·	-0.2%	-2%	-1%	4%	1%	2%	-9%
CCOC(=O)c1sc(NC(=O)CSc2n[nH]c(CC)n2)nc1C	8%	0.0%	0%	-11%	11%	-4%	9%	·
Cc1nc(NC2CCCCC2)c2nc(-c3ccccc3)n(CCN3CCCC3)c2n1	·	5.7%	-1%	-12%	?	10%	2%	-10%
O=C(NCc1nnc(SCC(=O)N2CCC(Cc3ccccc3)CC2)o1)c1ccco1	-11%	0.0%	0%	i	6%	-5%	12%	-8%
O=C(NC1CCCCC1)C(c1cccnc1)N(C(=O)CCl)c1ccccc1Cl (stereo unspecified)	11%	-0.9%	1%	0%	7%	-5%	1%	?
CCCCSc1cnn(-c2ccccc2)c(=O)c1SCCCC	13µM*	0.0%	-1%	-6%	10%	3%	-24%	-53%[inhibitor]
CC1(C)OC(=O)C(=Cc2ccc[nH]2)C(=O)O1	-8%	2.0%	·	-26%	-7%	8%	·	·
O=C(CSCc1ccccc1)Nc1ccc2c(c1)C(=O)NC2=O	-8%	-0.4%	-3%	11%	22%	2%	13%	2%
Cc1ccc(C(=O)Nc2ncc(C)s2)o1	-3%[46.1 µM]	5.9%	?	-11%	-1%	-2%	8%[38.3 µM]	13µM*

Source: PubChem BioAssay (National Center for Advancing Translational Sciences (NCATS))
